RXFP1 antag – antagonists of human relaxin receptor RXFP1 | HEK293-RXFP1, relaxin-stimulated cAMP HTRF, 30 min; stronger effect = lower value | actives 0.59% (n = 350,000) | activity change, negative = inhibition, % at 57.5 µM | Q9HBX9;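 active = activity change of -60% or lower, but not beyond a set lower limit; inconclusive = change between -60% and -40%, or beyond the set limit; inactive = change above -40%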; note: % is set by controls: 0 for no effect and ±100 for the full control effect
Vif-APOBEC3G blk – blocks the Vif interaction with human APOBEC3G. Q9HC16. actives 0.076% (n = 410,000). HeLa A3G-eYFP + Vif (tagged APOBEC3G with the HIV-1 protein that degrades it), YFP fluorescence, overnight. Potency, µM (titrated, usually from 46.1 µM), for the others: at the top dose activity, negative = active, usual class: inhibitors;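 note: potency is the fitted concentration of half-maximal effect; % is set by controls: 0 for no effect and ±100 for the full control effect; nearly all actives have a fitted effect of over 60% in size; hits raise eYFP signal because A3G escapes Vif-driven loss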
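HeLa cells stably expressing Vif and C-terminally eYFP-tagged A3G, seeded overnight at 37 deg C, then exposed to compound by pintool overnight at 37 deg C. Rise in yellow fluorescence (Ex 488/Em 500-530, Acumen) marks blocked Vif-driven A3G degradation.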
D1 PAM – human D1 dopamine receptor positive modulation; HEK293 TREx D1 cells, calcium flux, dopamine EC20 potentiation; P21728; potentiation, % at 10 µM; actives 0.036% (n = 360,000); in the data active = potentiation above about 30%; note: 0% is about no effect
Target sequence (P21728 whole entry, looked up): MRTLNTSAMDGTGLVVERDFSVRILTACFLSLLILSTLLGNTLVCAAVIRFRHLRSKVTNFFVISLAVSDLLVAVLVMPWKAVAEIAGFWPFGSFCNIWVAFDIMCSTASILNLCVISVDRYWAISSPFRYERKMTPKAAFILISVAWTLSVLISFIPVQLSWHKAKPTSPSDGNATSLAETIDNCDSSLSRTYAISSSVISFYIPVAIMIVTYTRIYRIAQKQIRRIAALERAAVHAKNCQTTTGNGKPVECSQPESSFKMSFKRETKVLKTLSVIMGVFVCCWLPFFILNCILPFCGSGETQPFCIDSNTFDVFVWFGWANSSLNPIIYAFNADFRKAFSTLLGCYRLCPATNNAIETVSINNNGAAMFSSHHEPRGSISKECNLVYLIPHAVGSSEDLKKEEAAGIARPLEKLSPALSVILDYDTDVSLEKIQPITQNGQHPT
D1 antag – antagonists of human D1 dopamine receptor | P21728 | HEK293 TREx D1 cells, calcium flux, dopamine EC80; stronger effect = lower value | activity change, negative = inhibition, % at 10 µM | actives 3.2% (n = 360,000) | AID 504652; in the data active = activity change below about -30%; note: % is set by controls: 0 for no effect and ±100 for the full control effect
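Compound effects on dopamine-evoked calcium signalling were measured in tetracycline-induced HEK293 Trex D1 cells. Dopamine at EC80 followed a 180 s compound pre-read, and fluorescence was tracked kinetically for 180 s more.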
RXFP1 agonist – RXFP1 (human) receptor agonism; AID 2676; HEK293T-RXFP1 cAMP TR-FRET, 30 min; response scale: percent of porcine relaxin response, buffer zero; actives 0.3% (n = 370,000); Q9HBX9; Potency, µM (doses to about 57.5 µM), for the others: at the highest dose activation, most hits filed as activators; note: potency is the fitted concentration of half-maximal effect; % is set by controls: 0 for no effect and ±100 for the full control effect; nearly all actives have a fitted effect of over 60% in size; many of its hits are not listed in these tables
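cAMP rise read by TR-FRET after 30 min, 37C compound exposure (up to 58 uM) in RXFP1-transfected HEK293 cells with Ro 20174 present. EC50 from Hill-equation fits, with 29 nM porcine relaxin as 100% and buffer as basal.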
GRP78 ERSR act – ER stress response induction in glioma; U87-MG GRP78 promoter luciferase reporter, 16 h; AID 602332; Potency, µM, inactives show top-dose activation, hits mostly activators; actives 0.02% (n = 420,000); note: potency is the fitted concentration of half-maximal effect; series mostly up to about 76 µM; % of control where 0% means no effect; nearly all actives have a fitted effect of over 35% in size
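ERSR induction read as luciferase luminescence (Bright-Glo, 10 min at room temperature) in stably transfected human U87-MG glioma cells exposed to compounds for 16 h, using GRP78 as sensor.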
Vif-APOBEC3F blk – blocks the Vif interaction with APOBEC3F | Potency, µM (doses to about 46.1 µM), for inactives: at the highest dose activity, negative = active | actives 0.2% (n = 390,000) | HeLa A3F-eYFP + Vif (tagged APOBEC3F with the HIV-1 protein that degrades it), YFP fluorescence increase; note: potency is the fitted concentration of half-maximal effect; % of control where 0% means no effect; nearly all actives have a fitted effect of over 65% in size
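HeLa cells stably expressing A3F-eYFP plus Vif, plated and incubated overnight at 37 deg C, then exposed to compounds overnight at 37 deg C. Blocked degradation read as raised yellow fluorescence (Ex 488/Em 500-530).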
D2 potentiator – D2 dopamine receptor (human) potentiation. AID 485347. potentiation, % at 10 µM. HEK293 T-REx D2, calcium flux, EC20 dopamine potentiation. P14416. actives 0.34% (n = 340,000);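 active = potentiation over 3 SD above the plate norm, cut at about 30% in these data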; note: 0% is about no effect
Target sequence (P14416 whole entry, looked up): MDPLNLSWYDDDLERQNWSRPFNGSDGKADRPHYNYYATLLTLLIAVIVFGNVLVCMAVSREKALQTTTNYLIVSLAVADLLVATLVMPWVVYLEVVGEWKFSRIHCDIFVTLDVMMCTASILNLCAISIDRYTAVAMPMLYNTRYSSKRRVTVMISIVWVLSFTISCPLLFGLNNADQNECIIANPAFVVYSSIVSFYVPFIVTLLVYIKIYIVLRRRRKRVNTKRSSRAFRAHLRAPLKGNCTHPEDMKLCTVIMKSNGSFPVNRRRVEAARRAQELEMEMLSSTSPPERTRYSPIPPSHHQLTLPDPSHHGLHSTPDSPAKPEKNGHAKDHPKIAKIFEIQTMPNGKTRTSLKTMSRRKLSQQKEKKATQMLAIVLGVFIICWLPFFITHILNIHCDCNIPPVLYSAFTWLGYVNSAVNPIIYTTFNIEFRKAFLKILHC
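Primary screen. Calcium kinetics in induced HEK293 T-REx D2 cells: compound pre-addition 180 s, EC20 dopamine, 180 s more.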
D1 ag – human D1 receptor agonism; activation, % at 2 µM; actives 1% (n = 360,000); P21728; HEK293 T-REx D1 cells, calcium flux, agonist mode; in the data active = activation above about 30%; note: 0% is about no effect
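Tetracycline-induced HEK293 TREx D1 cells, force-coupled to calcium signalling, were dye-loaded with a no-wash calcium kit. Compound was pin-added after a 10 s baseline. Fluorescence was read kinetically at 1 cycle/s for 180 s, with calcium rises flagged as agonism.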
* = called active by the depositor; ? = inconclusive; . = not tested or not shown. Unless noted, calls come from the whole dose curve; as a rule, active = well fitted curve in the direction sought with a large enough effect; inconclusive = small, poorly fitted or top-dose-only effect, or another doubt; inactive = no such curve, though single readings can be large; an effect the other way counts as inactive or inconclusive. These rows are one share of the data; the hit share may differ from the screen's.

Every second line gives: RXFP1 antag	Vif-APOBEC3G blk	D1 PAM	D1 antag	RXFP1 agonist	GRP78 ERSR act	Vif-APOBEC3F blk	D2 potentiator	D1 ag
> CC(C)(C)c1ccc(/C=N/NC(=O)Cc2c[nH]c3ccccc23)cc1
    -4	-8%	-2	-5	0.0%	-4%	-19%	.	2
> O=C(CNC(=O)c1ccc(N2CCCC2=O)cc1)Nc1ccc(F)c(F)c1F
    -13	-11%	.	.	.	-4%	-7%	.	.
> CC(C)OCCCNC(=O)C1CCC(=O)N1C1CCCC1 (stereo not drawn)
    11	0%	-2	5	1.7%	-5%	-13%	-3	3
> OC12CCCCC1C(c1ccc3c(c1)OCO3)N(Cc1ccc(F)cc1)CC2 (stereo not drawn)
    -17	1%	1	11	2.5%	-2%	6%	-2	3
> OCCSc1nc(-c2ccccc2)nc2ccc(F)cc12
    -3	-3%	-2	-1	17%	0%	-16%	11	0
> O=C(NCc1cccnc1)c1ccccc1NS(=O)(=O)c1ccc(F)cc1F
    1	-1%	-6	-4	-0.2%	-3%	3%	0	1
> O=C(Nc1ccccc1)N1N=C(c2cccs2)CC1c1cccs1 (stereo not drawn)
    1	0%	-4	-10	4.3%	-1%	-11%	10	2
> CCCOC(=O)Cn1c(=O)c2cc3c(=O)n(CC(=O)OCCC)c(=O)c3cc2c1=O
    .	-1%	0	23	-0.3%	0%	-3%	-6	0
> CC(OC(=O)/C=C/c1ccco1)C(=O)NC1CCCCC1C (stereo not drawn)
    5	3%	0	11	-1.4%	-7%	-6%	11	2
> COc1ccc(NC(=S)/N=C(\N)Nc2nc(C)c3ccccc3n2)cc1
    5	-4%	-2	3	5.5%	1%	2%	-8	1
> CCc1ccc(C2CC(c3ccccc3Cl)Nc3nc(N)nn32)cc1 (stereo not drawn)
    ?	3%	14	31	1.4%	0%	-6%	-10	2
> O=C(COc1c(F)c(F)cc(F)c1F)NNC(=O)CC1CCS(=O)(=O)C1 (stereo not drawn)
    -8	5%	.	.	.	1%	11%	.	.
> CCOCCOC(=O)C1=C(C)N(C)C(=O)NC1c1cc(Cl)c(O)c(OC)c1 (stereo not drawn)
    1	1%	-12	-8	0.4%	-1%	-5%	-2	4
> Cc1cccc(NC(=S)N(CCc2ccncc2)C(C)C)c1C
    -19	-1%	-1	4	-0.3%	-3%	-4%	14	1
> COc1ccc2c(ccn2S(=O)(=O)c2ccccc2)c1
    -8	-4%	10	-4	-0.7%	-2%	-5%	5	2
> Cc1ccc(C2=NC(C)(C)N=C2SCC(=O)Nc2ccc(Cl)cc2)cc1
    -64*	2%	-2	2	-0.1%	-7%	2%	1	5
> CCCN(C(=O)c1cc2c(s1)-c1ccccc1OC2)c1ccccc1F
    .	3%	0	36	4.1%	1%	7%	12	13
> CCC(=O)Nc1ccc(-c2cc3ccccc3oc2=O)cc1
    14	-2%	-5	-5	20%	3%	10%	1	1
> COc1ccc(/C=C2/SC(=S)N(CCCC(=O)Nc3ccc(O)cc3)C2=O)cc1OC
    -10	?	-10	-22	4.1%	-10%	-21%	1	6
> CNC(=O)c1ccc(NC(=O)CN2c3cccc4cccc(c34)S2(=O)=O)cc1
    6	-3%	2	16	3.1%	-4%	-15%	-3	9

Random excerpt: 3 records from the list
Every second line gives: RXFP1 antag	Vif-APOBEC3G blk	D1 PAM	D1 antag	RXFP1 agonist	GRP78 ERSR act	Vif-APOBEC3F blk	D2 potentiator	D1 ag
> CC(OC(=O)/C=C/c1ccco1)C(=O)NC1CCCCC1C (stereo not drawn)
    5	3%	0	11	-1.4%	-7%	-6%	11	2
> CCc1ccc(C2CC(c3ccccc3Cl)Nc3nc(N)nn32)cc1 (stereo not drawn)
    ?	3%	14	31	1.4%	0%	-6%	-10	2
> COc1ccc2c(ccn2S(=O)(=O)c2ccccc2)c1
    -8	-4%	10	-4	-0.7%	-2%	-5%	5	2

Further entries:
Every second line gives: RXFP1 antag	Vif-APOBEC3G blk	D1 PAM	D1 antag	RXFP1 agonist	GRP78 ERSR act	Vif-APOBEC3F blk	D2 potentiator	D1 ag
> Cn1cnc([N+](=O)[O-])c1C(=O)Nc1cccc([N+](=O)[O-])c1
    -4	-6%	1	2	-2.1%	-4%	3%	-4	2
> O=C(C[n+]1cc(-c2ccccc2)n2c1CCC2)Nc1nc(-c2ccccc2)cs1
    1	2%	-12	-11	1.7%	-1%	-1%	0	4
> N/C(CCN1CCCCC1)=N/O
    -13	3%	-2	-3	0.8%	-6%	1%	-4	1
> CC(C)=N/N=C1/NC(=O)C(c2ccc(Cl)cc2)S1 (stereo not drawn)
    -30	1%	.	.	.	-4%	-1%	.	.
> OCC[C@H]1C[C@H](O)[C@@H](O)[C@@]2(OCc3ccccc32)O1
    .	0%	-4	-6	-1.3%	0%	-4%	15	2
> CCc1ccc(NC(=O)C2=CC(c3ccc4c(c3)OCO4)=NS(=O)(=O)N2C)cc1
    -23	4%	2	-26	0.3%	0%	-25%	-3	1
> CCSc1oc(-c2ccco2)nc1S(=O)(=O)c1ccc(Br)cc1
    -34	-3%	0	23	3.6%	-4%	1%	23	7
> Cc1cc(NC(=O)CCC2CCCCC2)no1
    1	-1%	3	12	1.9%	-2%	-2%	4	-3
> O=C(CCc1ccccc1)Nc1ccc(S(=O)(=O)N2CCCC2)cc1
    -1	-1%	-2	15	-3.1%	-3%	-5%	9	10
> Cc1ccc2cc(C#N)c(NCc3ccco3)nc2c1
    -16	0%	-9	-3	0.2%	-5%	-6%	-5	0
> CCOc1ccccc1N=Cc1c(O)n(C)c(=O)n(C)c1=O
    4	0%	0	0	4.5%	-3%	3%	-4	1
> Cc1nn(C)c(C)c1S(=O)(=O)N(CC(=O)Nc1ccccn1)c1ccc(C(C)C)cc1
    .	-4%	-3	1	-0.2%	-2%	-4%	.	1
> N#Cc1ccc(C(=O)Nc2cccc(S(=O)(=O)NC3=NCCC3)c2)cc1
    -9	-1%	.	.	.	-7%	15%	.	.
> Cc1onc(-c2ccccc2)c1C(=O)OCC(=O)Nc1ccc(C#N)cc1
    -9	2%	-2	-31*	0.0%	-2%	-5%	.	10
> COc1cc(/C=N/Nc2ccc(F)cc2F)cc(OC)c1O
    -2	-12%	-2	-7	0.5%	1%	-8%	-6	0
> Cc1c(-c2nc(-c3ccc4c(c3)[nH]c(=O)n4C)no2)cccc1[N+](=O)[O-]
    .	4%	-5	2	0.4%	-5%	-7%	-9	1
> O=C(c1ccc(S(=O)(=O)Nc2ccccc2)cc1)N1CCOCC1
    4	-3%	-6	0	1.7%	-1%	2%	-3	3
> O=C(COc1ccc(Br)cc1)N/N=C1/SCC(=O)N1Cc1ccco1
    -5	1%	0	-4	-0.1%	-1%	-15%	-8	3
> CCCCC(=O)Nc1ccc(C(=O)Nc2nc(CC(=O)OCC)cs2)cc1
    -10	-1%	-1	.	0.2%	-3%	2%	-3	1
> Cc1cccc(C(C)C)c1-n1nnnc1-c1ccccc1
    -9	-1%	-3	-1	0.8%	-2%	-4%	27	3
> CCOC(=O)C1C(=O)OC2(CCOC(C)(C)C2)C1C(=O)OCC (stereo not drawn)
    -7	-1%	-4	14	4.5%	-6%	-9%	-16	2
> COc1ccc(-c2nn(-c3ccccc3)cc2/C=C2/SC(=S)N(CCCC(=O)O)C2=O)c(C)c1
    8	-20%	-2	-10	3.5%	3%	11%	-6	2
> CCCCn1c(SCC(=O)OC)nc2c1c(=O)n(C)c(=O)n2C
    -3	2%	0	2	9.3%	0%	-1%	-2	1
> CCOc1cc2c(cc1OCC)C(c1ccc(OC)cc1)N(c1ccccc1)C(=O)C2 (stereo not drawn)
    1	2%	0	-1	0.3%	-2%	7%	-21	2
> Cc1c(NC(=O)C(C)Oc2cccc(F)c2)c(=O)n(-c2ccccc2)n1C (stereo not drawn)
    3	0%	.	.	.	-2%	-11%	.	.
> CC(c1n[nH]c(=S)n1-c1ccc(Cl)cc1)N(C)C (stereo not drawn)
    -11	4%	-3	-2	0.6%	-4%	5%	-3	1
> CCN(CC(=O)NC(C)(C)C)Cc1cc(=O)n2c(-c3ccccc3)csc2n1
    0	-4%	-4	-21	1.6%	2%	-21%	4	0
> O=C(N/N=C/c1ccncc1)c1ccc2c(c1)OCO2
    -14	-3%	-7	24	1.7%	0%	-4%	-4	8
> CC(C)(C)OC(=O)CN1C(=O)NC(Cc2c[nH]c3ccccc23)C1=O (stereo not drawn)
    1	-1%	5	-5	-0.8%	0%	-1%	-4	3
> CC(=O)c1cccc(NC(=O)C2CCN(S(=O)(=O)c3c(C)n[nH]c3C)CC2)c1
    -4	1%	-5	-5	3.5%	-3%	3%	-4	5
> CCOC(=O)C1CCN(C(=O)CSc2ccccc2)CC1
    -11	0%	3	-9	0.5%	-5%	.	24	4
> Cn1c(NCCN2CCCCC2)cc(=O)n(C)c1=O
    -3	-1%	-6	14	1.9%	-4%	4%	-4	0
> COc1ccc(C/C(N)=N/OC(=O)Cc2ccccc2)cc1OC
    -7	0%	-1	1	1.3%	3%	-3%	-5	6
> O=c1cc(N2CCN(c3ccc(F)cc3)CC2)[nH]c(=O)n1C1CCCCC1
    2	-18%	-2	-13	-1.8%	-8%	-5%	-7	2
> COc1ccc2nc(-c3ccccc3)nc(SCC(=O)NCC3CCCO3)c2c1 (stereo not drawn)
    -3	-6%	0	4	4.1%	-1%	-15%	-1	1
> Cc1ccc(C)c(CN2CCC(CNC(=O)CCc3nnc4ccc(N5CCCCC5)nn34)CC2)c1
    7	5%	-4	-4	6.4%	-4%	3%	-10	3
> O=C(CSc1nnc(Nc2ccccc2F)s1)NC1CCS(=O)(=O)C1 (stereo not drawn)
    5	4%	.	.	.	-2%	2%	.	.
> O=C(Cn1cnc2c(nnn2Cc2ccc(F)cc2)c1=O)NCc1ccccc1
    3	-19%	-1	0	2.5%	-2%	-10%	15	1
> Cc1cccc(N2CCN(C(=O)c3cc(S(=O)(=O)N4CCC(C)CC4)cn3C)CC2)c1C
    -15	4%	-1	-4	.	-2%	3%	1	1
> Cn1c(=O)oc2cc(S(=O)(=O)Nc3ccc(Cl)cc3)ccc21
    -14	-4%	6	4	0.7%	-5%	5%	8	2
